From PubChem
PLK1 PBD inh: qHTS for Inhibitors of PLK1-PDB (polo-like kinase 1 - polo-box domain): Primary Screen; hit rate 2.8% among 360,000; Serine/threonine-protein kinase PLK1 (Homo sapiens), P53350; AID 720504, 2013; Potency, µM, for inactives: max response, negative = inhibition, most hits filed as inhibitors; Plk1 PBD binding of FITC phosphopeptide, fluorescence polarization; note: potency is the fitted concentration of half-maximal effect; series mostly up to about 57 µM; % is set by controls: 0 for no effect and ±100 for the full control effect; nearly all actives have a fitted effect of over 65% in size
D3 antag: qHTS of D3 Dopamine Receptor Antagonist: qHTS | D(3) dopamine receptor (Homo sapiens), P35462 | D3R cells, DiscoveRx beta-arrestin luminescence, antagonist mode; hits give low values | max response, negative = inhibition, % | hit rate 2.5% among 360,000; in the data active = max response below about -50%; inconclusive = no clear call, values can overlap the other calls; note: % is set by controls: 0 for no effect and ±100 for the full control effect; mostly tested at two doses, the higher about 12 µM
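Cells expressing the human receptor were seeded at 1500 cells/well, incubated overnight at 37 degrees C in 5% CO2, then exposed to library compounds with dopamine controls for 90 minutes at 37 degrees C before luminescent detection.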
GLP1R ag: qHTS of GLP-1 Receptor Agonists. Glucagon-like peptide 1 receptor (Homo sapiens), P43220. HEK293 GLP-1R CRE-luciferase, luminescence, 4-6 h; cells express a hypersensitive GLP-1R form. Potency, µM (series often up to 45.6 µM), for inactives: at the top dose activation, actives largely listed as activators. hit rate 0.007% among 380,000. AID 624172, 2012; note: potency is the fitted concentration of half-maximal effect; % of control where 0% means no effect
Target sequence (P43220 whole entry, looked up): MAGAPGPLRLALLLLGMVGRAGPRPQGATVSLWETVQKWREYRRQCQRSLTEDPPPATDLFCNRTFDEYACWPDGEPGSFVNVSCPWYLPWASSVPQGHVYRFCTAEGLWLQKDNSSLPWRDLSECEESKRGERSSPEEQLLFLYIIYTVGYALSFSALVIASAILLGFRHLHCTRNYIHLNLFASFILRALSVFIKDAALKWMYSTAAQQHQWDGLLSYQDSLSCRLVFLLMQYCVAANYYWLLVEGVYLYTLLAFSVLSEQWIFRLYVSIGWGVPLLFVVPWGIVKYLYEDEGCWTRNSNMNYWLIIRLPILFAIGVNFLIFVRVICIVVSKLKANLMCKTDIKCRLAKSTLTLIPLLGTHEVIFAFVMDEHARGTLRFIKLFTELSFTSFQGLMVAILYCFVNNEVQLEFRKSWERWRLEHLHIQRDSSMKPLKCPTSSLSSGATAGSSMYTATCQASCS
GLP1R inv ag: qHTS of GLP-1 Receptor Inverse Agonists (Inhibition Mode). Glucagon-like peptide 1 receptor (Homo sapiens), P43220. HEK293 GLP-1R CRE-luciferase, luminescence, 24 h; GLP-1R form is constitutively active. Potency, µM (series often up to 38.3 µM), for the others: at the highest dose activity change, negative = inhibition, most hits filed as inhibitors. hit rate 1.6% among 410,000; note: potency is the fitted concentration of half-maximal effect; % is set by controls: 0 for no effect and ±100 for the full control effect; nearly all actives have a fitted effect of over 55% in size
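Constitutively active GLP-1R drives a cAMP-responsive luciferase in stably transfected HEK293 cells; test compounds are added after overnight (12 h) attachment and left 24 hr, and signal loss in luminescence marks inhibition.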
IL2 activator: qHTS of IL-2 Activators; IL-2 activation reporter assay, cell-based qHTS; stimulated with anti-CD3/CD4/CD28 beads; in transgenic mouse T cells; activation, % (series mostly up to about 46 µM); hit rate 0.065% among 360,000; in the data active = activation above about 50%; inconclusive = mostly about 30% to 49%; note: 0% is about no effect
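First, unstimulated transgenic mouse T cells were exposed to compound for 60 min. Next, anti-CD3/anti-CD4-coated beads with anti-CD28 were added. Finally, after 18 h at 37 degrees C, EGFP and DsRed were imaged.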
WRN inhibitor: qHTS for Inhibitors of WRN Helicase; Bifunctional 3'-5' exonuclease/ATP-dependent helicase WRN (Homo sapiens), Q14191; WRN helicase unwinding, fluorescent forked duplex, kinetic; Potency, µM (doses to about 114 µM), for inactives: top-dose activity change, negative = inhibition, usual class: inhibitors; hit rate 0.46% among 360,000; AID 651768, 2012; note: potency is the fitted concentration of half-maximal effect; % is set by controls: 0 for no effect and ±100 for the full control effect; nearly all actives have a fitted effect of over 55% in size
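Primary qHTS, 1536-well format. 20 nM WRN + compound, 15 min RT; start with 100 nM forked fluorophore/quencher duplex, 2 mM ATP (final); kinetic read ex 525/em 598 nm.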
D3 ag: qHTS of D3 Dopamine Receptor Agonist: qHTS; max activation, %; D3R DiscoveRx beta-arrestin cells, luminescence, 90 min; hit rate 0.58% among 410,000; D(3) dopamine receptor (Homo sapiens), P35462; in the data active = max activation above about 30%; note: 0% is about no effect; mostly tested at two doses, the higher about 12 µM
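Agonist mode: compounds and dopamine controls were applied to plated cells for 90 min at 37 degrees C after an overnight attachment at 1500 cells/well. Luminescent read-out followed 30 - 60 minutes at room temperature with DiscoveRx detection reagent.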
PI5P4K alpha inh: qHTS for Inhibitors of phosphatidylinositol 5-phosphate 4-kinase (PI5P4K). AID 652105, 2013. max response, %. PI5P4Kalpha enzyme, ADP-Glo luminescence, 60 min; hits give low values. hit rate 1.2% among 330,000. Phosphatidylinositol 5-phosphate 4-kinase type-2 alpha (Homo sapiens), P48426; active = max response of -50% or lower; inconclusive = between -30% and -50%; inactive = -30% or higher; note: value at the top dose of about 77 µM; % is set by controls: 0 for no effect and ±100 for the full control effect
Target sequence (P48426 whole entry, looked up): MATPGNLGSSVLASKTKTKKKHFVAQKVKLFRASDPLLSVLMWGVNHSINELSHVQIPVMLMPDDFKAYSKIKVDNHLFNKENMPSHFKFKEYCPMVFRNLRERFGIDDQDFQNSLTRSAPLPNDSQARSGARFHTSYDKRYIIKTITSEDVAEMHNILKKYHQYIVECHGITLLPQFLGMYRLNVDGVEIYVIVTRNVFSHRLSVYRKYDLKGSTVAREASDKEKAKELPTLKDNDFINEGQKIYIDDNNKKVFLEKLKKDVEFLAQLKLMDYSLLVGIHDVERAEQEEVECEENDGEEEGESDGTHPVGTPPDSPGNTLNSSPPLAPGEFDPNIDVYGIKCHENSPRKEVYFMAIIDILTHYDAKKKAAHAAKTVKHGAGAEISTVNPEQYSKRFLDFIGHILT
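Controls without substrate or without enzyme flank wells where PI5P4Kalpha converts substrate using 5 microM ATP (final). Incubation lasts 60 minutes at room temperature; ADP formed is read by ADP-Glo luminescence.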
GLP1R cytotox: qHTS of GLP-1 Receptor Inverse Agonists: Cytotox Screen; HEK293 cAMP-luciferase reporter cells, luminescence, 24 h; Potency, µM (series often up to 38.3 µM), inactives show at the top dose activity change, negative = inhibition, actives largely listed as inhibitors; hit rate 0.13% among 410,000; AID 624418, 2012;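 note: loss of luciferase light is scored as toxicity; potency is the fitted concentration of half-maximal effect; % is set by controls: 0 for no effect and ±100 for the full control effect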
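To flag toxic compounds, the library was rerun on cells for 24 hr at 37 deg C and 5% CO2. Viability-linked luminescence was captured 12 min after adding luciferase detection reagent.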
Numbers without * were called inactive; ? = inconclusive; . = no result given; [ ] = remark or other dose. Unless noted, calls come from the whole dose curve; as a rule, active = well fitted curve in the direction sought with a large enough effect; inconclusive = small, poorly fitted or top-dose-only effect, or another doubt; inactive = no such curve, though single readings can be large; an effect the other way counts as inactive or inconclusive.

Values run as follows: PLK1 PBD inh	D3 antag	GLP1R ag	GLP1R inv ag	IL2 activator	WRN inhibitor	D3 ag	PI5P4K alpha inh	GLP1R cytotox
CC1CCN(C(=O)CCNS(=O)(=O)c2ccc3c(c2)c(=O)n(C)c(=O)n3C)CC1
    -6.7%	1.4	2.6%	16.8%	-2.4	-0.3%	3.4	-3.4	-12.6%
CCc1nnc(NC(=O)c2cc(-c3ccco3)nc3ccccc23)s1
    ?	-1.3	1.7%	37.6%[activator]	0.2	35.5µM*	10.1	-78.1*	1.5%
COc1ccccc1NC(=O)Cn1cc(C(=O)C(=O)N2CCOCC2)c2ccccc21
    -0.9%	-15.8	5.3%	5.0%	-2.7	-13.6%	-8.2	6.3	?
O=c1c2ccccc2ncn1Cc1ccco1
    -8.9%	-12.1	-16.0%	1.8%	0.2	-1.5%	-1.7	.	3.4%
O=C(COC(=O)c1ccc(Cl)c(S(=O)(=O)N2CCCC2)c1)NC1CCCCC1
    -23.5%	-27.4	10.1%	-6.8%	4.7	-7.8%	-28.5	-20.3	5.2%
CCCCOc1ccc(C2C(=O)N(C3CCCCC3)CC(=O)N2CC2CCCO2)cc1 (configuration not stated)
    -5.3%	-12.1	-6.6%	0.0%	1.0	-1.8%	12.8	.	-5.1%
CC1CCN(S(=O)(=O)c2ccc(NC(=S)NC(=O)c3ccc(Cl)cc3)cc2)CC1
    ?	-7.0	-1.0%	2.3%	-2.6	10.2%	-8.1	-8.6	-3.7%
C=CCc1c(C)nc2cc(-c3ccccc3)[nH]n2c1=O
    -9.8%	-3.6	-0.6%	?	0.6	-6.5%	-2.3	-6.5	3.9%
CC(=O)Nc1ccc(NC(=O)CSc2nnc(N)n2-c2ccccc2)cc1
    -9.2%	-8.8	8.6%	0.2%	0.4	10.6%	4.5	6.4	9.9%
CC(OC(=O)CCCSc1nc2ccccc2s1)C(=O)NC(N)=O (configuration not stated)
    -6.7%	19.3	0.1%	14.5%	-0.4	-0.9%	0.6	1.0	-2.9%
CCC(C)(C)C1CCC2(CC1)NC(=O)N(CC(=O)NCCc1ccc(OC)c(OC)c1)C2=O (configuration not stated)
    -8.9%	-9.2	16.6%	?	0.3	0.7%	3.7	3.4	-24.4%
O=C(NCC(=O)N1CCN(Cc2c(F)cccc2Cl)CC1)c1cccc(Cl)c1
    -12.6%	-5.2	0.3%	?	-3.0	5.4%	-17.5	8.2	1.9%
O=C(C[C@H]1C[C@H](C(=O)N2CCOCC2)[C@@]2(CCC3CCCC3)c3[nH]c4ccc(Cl)cc4c3CCN2C1=O)NCc1ccco1
    -29.7%	?	-3.0%	4.5%	-0.9	-0.8%	-20.5	3.7	5.5%
Cc1ccc(C)c(C(=O)CCC(=O)O)c1
    1.0%	13.4	-1.8%	12.9%	-2.9	14.3%	3.1	2.5	-14.1%
COCCNC(=O)CN1C(=O)NC2(CCOc3ccccc32)C1=O (configuration not stated)
    -8.5%	-8.3	-0.8%	3.7%	0.2	4.9%	-5.0	6.4	0.7%
O=C(COC(=O)c1ccccc1N1C(=O)C2C3CCC(C3)C2C1=O)c1ccccc1 (configuration not stated)
    -4.9%	-2.8	1.2%	7.5%	-0.1	-1.9%	12.9	0.1	2.9%
S=C(Nc1ccc(Oc2ccc(NC(=S)NC3CCCCC3)cc2)cc1)NC1CCCCC1
    -11.5%	-6.6	-9.8%	-20.2%	5.0	6.1%	-0.5	6.5	-2.3%
CC(C)(C)NC(=O)NCc1cccnc1
    -1.6%	6.8	-3.1%	3.9%	-0.1	-9.2%	5.1	1.8	1.5%
O=C(NCCOc1ccccc1)C(c1ccccc1)c1ccccc1
    -7.2%	25.0	6.2%	-7.9%	-3.0	-9.8%	0.6	2.3	-18.7%
Cn1c(=N)n(CC(=O)O)c2ccccc21
    1.0%	-61.7*	8.0%	21.8%	0.2	-9.4%	-3.8	0.7	19.9%
C/C(=N\NS(=O)(=O)c1ccccc1)c1cccc(NC(=O)c2cccc(Cl)c2)c1
    -6.7%	-2.5	-24.4%	?	-0.5	-34.5%[57.1 µM]	2.4	1.7	-25.4%
O=C(CCN1CCOCC1)NCC1COc2ccccc2O1 (configuration not stated)
    -2.0%	-13.4	5.0%	-15.5%	3.5	1.0%	-3.1	8.1	-14.2%
Cc1cccc(N2CC(C(=O)Nc3ccc(N4CCOCC4)cc3)CC2=O)c1C (configuration not stated)
    2.1%	1.8	6.2%	19.2%	-5.1	-19.2%	1.6	1.3	5.9%
CC1(C)Oc2ccc3ccc(=O)oc3c2C[C@H]1O[C@@H]1O[C@H](CO)[C@@H](O)[C@H](O)[C@H]1O
    -5.4%	8.3	5.9%	-5.7%	0.3	1.1%	16.3	1.8	-10.1%
NS(=O)(=O)c1ccc(CCNC(=O)CSCC(=O)Nc2ccc(Cl)cc2)cc1
    -10.1%	11.2	4.4%	-19.5%	-0.4	3.2%	-2.9	-1.3	-13.8%
O=C(NN=C1CCCC1)c1[nH]c2ccc(Br)cc2c1-c1ccccc1
    -1.6%	?	25.6%	5.01µM*	-0.6	-14.3%	-3.2	6.4	?
COc1ccc(-n2nc([N+](=O)[O-])c(=NCCC3=CCCCC3)n2O)cc1
    -1.8%	3.5	3.5%	9.5%[7.66 µM]	-0.4	-1.7%	1.3	-0.2	-2.7%[7.66 µM]
O=S(c1ccc2ccccc2c1)c1cnns1 (configuration not stated)
    -18.7%	-55.0*	-28.2%	?	-0.9	-14.6%	-9.2	2.5	-25.5%
COc1ccc(CNc2oc(COc3ccccc3)nc2C#N)cc1
    -26.1%	4.3	0.7%	10µM*	-1.3	-13.4%	-3.5	5.9	8.7%
CCc1ccc(NC2=CC(=O)CC(c3ccco3)C2)cc1 (configuration not stated)
    -1.9%	18.7	-1.0%	0.0%	1.8	7.5%	-0.5	.	-15.9%
Cc1ccccc1NC(=O)c1ccc2c(c1)N(C)CCS2
    0.3%	-0.6	11.6%	?	-2.0	0.3%	-0.1	2.4	0.3%
CNC(CC(=O)c1ccc([N+](=O)[O-])cc1)C(Cl)(Cl)Cl (configuration not stated)
    2.67µM*	1.0	-11.5%	?	-0.4	44.7µM*	-1.6	-14.8	-31.5%
COc1cccc(C(=O)NC(=S)Nc2ccc(N(C)C)cc2)c1
    -7.5%	7.2	10.7%	?	-0.2	-30.1%	-5.6	23.0	?
CCc1cccc(OCC(=O)Nc2ccc(S(=O)(=O)Nc3onc(C)c3C)cc2)c1
    -20.8%	51.1	-1.9%	-4.4%	-0.1	1.0%	5.3	-0.2	5.7%
CCCCc1c(-c2ccc(F)cc2F)ncn1CCc1ccccc1OC
    -0.5%	54.3	-5.0%	?	-0.9	-2.8%	3.1	6.7	0.0%
COc1ccc(COCC(O)CN2CCC(C(N)=O)CC2)cc1OC (configuration not stated)
    -3.6%	-7.7	7.7%	15.4%	0.7	7.2%	2.1	-1.2	-4.3%
CC(C)(O)C#Cc1ccc(C(=O)N2CCCC(CCC(=O)NCc3ccccc3F)C2)cc1 (configuration not stated)
    -20.2%	13.9	-1.9%	-25.7%	-4.8	1.0%	-5.1	4.3	-20.5%
Cc1ccc(Cn2c(=O)c3ccccc3n3nc(C)cc23)cc1
    -11.0%	3.2	25.2%	?	0.2	2.5%	0.6	6.1	-15.7%
CC(=O)Nc1ccc(S(=O)(=O)N2CCc3c(Cl)cccc3C2)cc1
    -0.3%	8.5	-0.6%	-5.8%	-0.1	0.0%	8.7	-0.2	-7.4%
Cc1ccc(CNC(=O)CSc2ncc(S(=O)(=O)c3ccc(C)c(Cl)c3)c(=O)[nH]2)cc1
    .	.	-4.0%	10.3%	.	.	-1.7	.	2.1%
COc1cc2cc(C(C)(C)O)oc(=O)c2cc1OC
    3.0%	0.8	8.7%	69.3%[activator]	0.4	3.4%	2.4	3.2	9.8%
S=C(Nc1ccc2cn[nH]c2c1)Nc1ccccc1Cl
    -22.2%	4.1	-2.7%	15.4%	4.4	-5.1%	0.9	2.6	0.0%
CCN(Cc1ccccc1)C(=O)Cn1c(=O)n(-c2cccc(C)c2)c(=O)c2c1c1cc(C)ccc1n2C
    .	.	-3.8%	13.1%	.	.	1.8	.	-4.2%
O=C(NC1CCCCC1)c1sc(=S)n2c1[nH]c(=O)c1ccccc12
    23.8µM*	?	-11.2%	-10.2%	2.2	50.1µM*	7.1	35.6	-18.0%
CC(=O)Nc1cccc(NC(=O)CSc2nccn2Cc2ccc(F)cc2)c1
    -5.0%	1.2	2.8%	-17.9%	0.1	2.1%	1.2	-0.9	-12.4%
CSCCC1NC(=O)N(C(C)C(=O)Nc2cc(Cl)cc(Cl)c2)C1=O (configuration not stated)
    -7.7%	-7.7	3.3%	11.2µM*	-4.3	-4.0%	-14.9	13.1	11.5%
COCCn1cnc2c(c1=O)c1nc3ccccc3nc1n2/N=C/c1ccco1
    1.2%	-12.2	1.7%	11.4%	0.5	6.1%	-14.7	-2.4	2.8%
COc1ccccc1CN1CC(C(=O)NCCCCc2ccccn2)CCC1=O (configuration not stated)
    -1.3%	-21.0	-4.0%	7.4%	-0.8	14.2%	-6.4	-18.6	-15.9%

Part of the list above, as tab-separated lines.
Compound	PLK1 PBD inh	D3 antag	GLP1R ag	GLP1R inv ag	IL2 activator	WRN inhibitor	D3 ag	PI5P4K alpha inh	GLP1R cytotox
CC(C)(O)C#Cc1ccc(C(=O)N2CCCC(CCC(=O)NCc3ccccc3F)C2)cc1 (configuration not stated)	-20.2%	13.9	-1.9%	-25.7%	-4.8	1.0%	-5.1	4.3	-20.5%
Cc1ccc(Cn2c(=O)c3ccccc3n3nc(C)cc23)cc1	-11.0%	3.2	25.2%	?	0.2	2.5%	0.6	6.1	-15.7%
